ARNT TACC3 PPI: disruptors of ARNT/TACC3 protein interaction, primary screen, biochemical, AlphaScreen, single concentration; Transforming acidic coiled-coil-containing protein 3 (Homo sapiens), Q9Y6A5; AlphaScreen His-ARNT PAS-B/GST-TACC3 binding, luminescence; TACC3 fragment carries E629A point mutation; inhibition, % at 9.99 µM; hit rate 0.66% among 390,000;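 active = mean inhibition of replicates at least 50% and at least half of replicates each reaching 50%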;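 note: 0% = complete ARNT plus TACC3 wells and 100% = ARNT alone without TACC3; many hits fall short of the cut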
INS-1E GSIS act: GLuc luminescence reporter in INS-1E cells, primary screen for activators of glucose-dependent secretion of insulin | hit rate 0.61% among 370,000 | activation, % at 16.6 µM | INS-1E GLuc reporter insulin secretion, 2-3 h | AID 743287, 2014;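 active = lowest replicate activation of at least 40%, so every replicate reaches that level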;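 note: 0% = median of neutral control wells and 100% = median of IBMX positive control wells; some compounds called inactive have numbers as strong as hits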
Cneo AK release: Cryptococcus neoformans cell lysis inducers, primary screen, AK release luminescence, single concentration. C. neoformans lysis, adenylate kinase release luminescence, 4 h; normalised: neutral wells 0, clomiphene wells 100. hit rate 0.2% among 360,000. lysis activity, % at 15 µM;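 active = mean lysis activity across replicates of at least 80%, whatever share of replicates individually reach that level; inactive = mean lysis activity below 80%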
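Test system: log-phase Cryptococcus neoformans yeast cells; Quantity: yeast cell density of 5 × 10^6 cells/mL; Buffer or medium: YPD; Doses: single compound concentration per well; Timing: 4 h at 37 °C static, read 1 h later; Measured by: AK luminescence; Read-out basis: lysis from increased AK signal; Control set: Clomiphene as positive control.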
PglD DTNB: C. jejuni PglD acetyltransferase inhibitors, primary screen, biochemical, DTNB colorimetric, single point. UDP-N-acetylbacillosamine N-acetyltransferase PglD (Campylobacter jejuni). purified PglD enzyme, DTNB colorimetric CoA detection. hit rate 0.098% among 360,000. inhibition, % at 12.5 µM. AID 602405, 2012; in the data active = inhibition above about 16%, passing the limit was not always enough; note: strong numbers were not always called active
C2C12 statin: suppressors of statin myotoxicity in C2C12 myotubes, primary screen, cell-based, single point, plate reader | C2C12 myotubes + simvastatin, ATP luminescence, 48 h; scaled: DMSO 0, geranylgeraniol control 100 | rescue of ATP level, % at 7.49 µM | hit rate 0.78% among 330,000;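 active = mean ATP rescue above about 67%, or every replicate alone reaching that limit, limit read from the data, passing the limit was not always enough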;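 note: myotubes were challenged with 10 µM simvastatin during compound exposure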
LGR2 inh: inhibitors of bursicon-induced LGR2 CRE-luciferase signal, primary screen, cell-based, HEK293, CRE-luciferase reporter, bursicon stimulation. Drosophila bursicon receptor LGR2 (rickets). bursicon-stimulated, 4 h. inhibition, % at 9.99 µM. hit rate 0.35% among 380,000. AID 720647, 2013;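 active = drop in luminescence signal, shown as inhibition above about 50% in the replicate tests, limit read from the data, passing the limit was not always enough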;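 note: agonist challenge used bursicon conditioned medium at about half maximal strength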
PGC1a acetyl inh: inhibitors of PGC1a acetylation signal, primary screen, cell-based, U2OS, AlphaScreen, inhibitor mode | AID 651687, 2012 | inhibition, % at 15.6 µM | hit rate 0.17% among 350,000 | AlphaScreen anti-acetyl-lysine; with virally co-expressed GCN5 acetyltransferase;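 active = every replicate shows inhibition of at least 40%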;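 note: 0% = neutral control wells and 100% = positive control wells; some results beyond the cut were filed as inactive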
PAX8 inh HTS: inhibitors of PAX8-driven TPO luciferase reporter, primary screen, RMG-I cells, single concentration; SteadyGlo, 24 h; inhibition, % at 12.6 µM; hit rate 1.2% among 360,000; AID 652154, 2013;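 active = mean replicate inhibition at least 60% with every replicate also reaching 60%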;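 note: luciferase light reporting Pax8 driven TPO promoter activity; plate controls were median of neutral control wells for no effect and mitoxantrone controls for full effect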
* marks the source's active call; other numbers are inactive results; / = not tested or not shown. Rows were taken by chance. Share with any hit: about 2.9%.

SMILES	ARNT TACC3 PPI	INS-1E GSIS act	Cneo AK release	PglD DTNB	C2C12 statin	LGR2 inh	PGC1a acetyl inh	PAX8 inh HTS
CC(C)NC(=O)Nc1ccc2c(c1)C(=O)N([C@H](C)CO)C[C@H](C)[C@@H](CN(C)S(=O)(=O)c1ccc(Cl)cc1)OCCCC[C@@H](C)O2	-1	-1	-1	0	/	-4	-7	-3
CCc1ccc(NC(=O)CC2C(=O)N(c3ccc(C)cc3)C(=O)N2C2CC2)cc1 (stereo unspecified)	-5	-20	/	/	0	-15	/	12
COc1ccc(/C=C(/CC(=O)NCc2ccc(Cl)cc2)c2nc3ccccc3s2)cc1	1	-1	3	1	/	7	-9	/
CC(C)(C)OC(=O)CC[C@@H](C(=O)NCCCCCCCCCCC(=O)N1CCN(C(=O)OC(C)(C)C)CC1)n1cc(CCCCCNC(=O)OC(C)(C)C)nn1	11	15	2	5	-3	0	-26	18
CCOC(=O)C1=C(C)NC(=O)NC1	-11	9	-3	-5	-10	5	3	/
C[C@@H]1CCCCO[C@H](CN(C)C(=O)Nc2ccc(F)cc2)[C@H](C)CN([C@H](C)CO)C(=O)c2cc(NS(=O)(=O)c3cn(C)cn3)ccc2O1	-8	-1	1	-1	/	2	-6	-7
CCN(CC)S(=O)(=O)c1ccc(NC(=O)CSc2nc3nc(C)cc(C)c3c(=O)[nH]2)cc1	/	-22	-1	-3	-31	-10	5	-5
Cc1ccccc1NC(=O)c1c(-c2ccccc2)noc1C	-4	/	-4	-4	14	/	-10	/
O=C(C[C@H]1CC[C@@H](NC(=O)Nc2ccc(C(F)(F)F)cc2)[C@@H](CO)O1)NCc1cccc(F)c1	9	-23	21	3	6	-11	-8	13
COc1cc2c(cc1NC(=S)Nc1cccc(C(F)(F)F)c1)oc1ccccc12	-1	/	1	-5	-30	/	-12	-21
O=C(CCCC(=O)OCC(=O)c1cccs1)Nc1ccc(F)cc1	0	4	/	/	/	-1	/	17
CN(C)c1ccc(/C=N/NC(=O)Cn2nnc3ccccc32)cc1	3	-12	/	/	/	-24	/	-47
CCNC(=O)CSc1nc2ccccc2c(=O)n1OC	2	1	1	1	-3	-15	/	/
CCCCn1cc(SCC(=O)O)c2ccccc21	-7	11	-3	0	-1	/	-7	-1
CC(C)CCOP(=O)(c1ccc(N(C)C)cc1)C(O)c1ccccn1 (stereo unspecified)	/	/	5	5	2	/	0	27

Compounds above containing nitrogen in an aromatic ring (nine):
SMILES	ARNT TACC3 PPI	INS-1E GSIS act	Cneo AK release	PglD DTNB	C2C12 statin	LGR2 inh	PGC1a acetyl inh	PAX8 inh HTS
COc1ccc(/C=C(/CC(=O)NCc2ccc(Cl)cc2)c2nc3ccccc3s2)cc1	1	-1	3	1	/	7	-9	/
CC(C)(C)OC(=O)CC[C@@H](C(=O)NCCCCCCCCCCC(=O)N1CCN(C(=O)OC(C)(C)C)CC1)n1cc(CCCCCNC(=O)OC(C)(C)C)nn1	11	15	2	5	-3	0	-26	18
C[C@@H]1CCCCO[C@H](CN(C)C(=O)Nc2ccc(F)cc2)[C@H](C)CN([C@H](C)CO)C(=O)c2cc(NS(=O)(=O)c3cn(C)cn3)ccc2O1	-8	-1	1	-1	/	2	-6	-7
CCN(CC)S(=O)(=O)c1ccc(NC(=O)CSc2nc3nc(C)cc(C)c3c(=O)[nH]2)cc1	/	-22	-1	-3	-31	-10	5	-5
Cc1ccccc1NC(=O)c1c(-c2ccccc2)noc1C	-4	/	-4	-4	14	/	-10	/
CN(C)c1ccc(/C=N/NC(=O)Cn2nnc3ccccc32)cc1	3	-12	/	/	/	-24	/	-47
CCNC(=O)CSc1nc2ccccc2c(=O)n1OC	2	1	1	1	-3	-15	/	/
CCCCn1cc(SCC(=O)O)c2ccccc21	-7	11	-3	0	-1	/	-7	-1
CC(C)CCOP(=O)(c1ccc(N(C)C)cc1)C(O)c1ccccn1 (stereo unspecified)	/	/	5	5	2	/	0	27

(more compounds)
SMILES	ARNT TACC3 PPI	INS-1E GSIS act	Cneo AK release	PglD DTNB	C2C12 statin	LGR2 inh	PGC1a acetyl inh	PAX8 inh HTS
Cc1ccc(S(=O)(=O)N[C@@H]2C=C[C@H](CC(=O)N3CCc4ccccc4C3)O[C@H]2CO)cc1	-2	-6	5	2	5	23	-1	19
CC(C)(C)c1nnc(NC(=O)CS(=O)(=O)Cc2ccccc2)s1	-4	-7	/	/	/	2	/	8
CCC(C)Nc1nc(N)c([N+](=O)[O-])c(NCCO)n1 (stereo unspecified)	7	71*	/	/	/	-18	/	-3
O=C(COc1ccccc1)NCc1nnc(SCC(=O)Nc2nccs2)n1-c1ccccc1	2	-5	-3	-1	7	-5	1	11
O=C(CNc1n[nH]c(=O)[nH]c1=O)N/N=C/C=C/c1ccccc1	0	12	0	3	/	8	6	-7
O=C(N/N=C/c1ccc(Br)s1)c1cccs1	14	8	8	-5	/	-74	0	-68
COc1ccc(C)cc1NC(=O)c1cc2ccccc2cc1OCC(=O)NCc1ccco1	-7	/	-1	7	-7	/	-6	23
CCn1c(SCc2ccc(C(=O)Nc3nccs3)cc2)nnc1-c1ccc(N)cc1	6	12	-7	-1	3	-16	/	/
COc1ccc(S(=O)(=O)N[C@H]2CC[C@H](CC(=O)N3CCN(c4ccccc4)CC3)O[C@H]2CO)cc1	2	-4	-3	1	5	15	1	6
O=C(C[C@@H]1C=C[C@H](NC(=O)c2ccccn2)[C@@H](CO)O1)NCc1cccc(F)c1	10	2	-2	-4	-4	-22	14	0
COc1cc(OC)cc(-c2c(C#Cc3ccsc3)c3cc(-c4ccc(OC)nc4)ccc3n2C)c1	-5	2	1	-3	-30	10	5	18
c1ccc2[nH]c(CN3CCCCCC3)nc2c1	-26	/	0	-4	-9	-16	-6	/
COc1ccc(NC(=O)N2C[C@@H]3[C@H](c4ccccc42)[C@@H](CO)N3C(=O)C2CCCC2)cc1	-11	0	-4	9	0	-3	-3	-20
COCC(=O)Nc1ccccc1C(=O)NC(C)C	-2	9	7	/	-2	-12	2	/
CC(C)C1C(=O)N(Cc2cn(Cc3ccco3)nn2)CCS(=O)(=O)N1Cc1ccc(-c2ccncc2)cc1 (stereo unspecified)	/	-2	1	-2	1	-2	-9	-13

Quoted from the listing:
Result of `CCn1c(SCc2ccc(C(=O)Nc3nccs3)cc2)nnc1-c1ccc(N)cc1` in C2C12 statin: 3
Result of `CCC(C)Nc1nc(N)c([N+](=O)[O-])c(NCCO)n1` (stereo unspecified) in INS-1E GSIS act: 71*

Following part
SMILES	ARNT TACC3 PPI	INS-1E GSIS act	Cneo AK release	PglD DTNB	C2C12 statin	LGR2 inh	PGC1a acetyl inh	PAX8 inh HTS
Cc1ccccc1-c1ccc2c(c1)O[C@@H](CN(C)C(=O)C1CC1)[C@@H](C)CN([C@H](C)CO)S2(=O)=O	-5	-5	-3	4	-29	2	-12	/
COc1ccccc1C(=O)Nc1ccc(S(=O)(=O)Nc2cc(C)on2)cc1	-9	/	1	-3	/	/	9	/
CC(O)CN1C(=O)C(CC(=O)Nc2ccc(Cl)cc2)SC1=Nc1ccccc1 (stereo unspecified)	3	/	2	-8	27	/	-12	/
CC(C)Cc1ccc(CN2CCCC(NC(=O)CCN3CCOCC3)C2)cc1 (stereo unspecified)	-24	-16	1	-3	/	5	-1	4
COC(=O)c1ccc(=O)c2nc3/c(=C/O)c(O)cc(=O)c3[nH]c12	59*	/	-1	10	12	-6	6	/
COc1ccc(Sc2ccc(NC(=O)c3cccc(Cl)c3)cc2C#N)cc1	/	-2	1	-4	-16	-7	/	29
CC=Cc1ccc2n(c1=O)C[C@@H]1[C@@H](CO)[C@H](C(=O)NCc3ccc(F)cc3)[C@H]2N1CCC (mixture of isomers)	-3	-7	1	3	-22	-6	/	/
Cc1cccn2c(=O)nc(SCC(=O)N3CCCCC3)nc12	0	43*	/	/	-9	-5	/	3
O=C1NC2c3ccccc3CC2O1 (stereo unspecified)	-6	/	5	4	7	9	-15	1
COc1cc(C(=O)OCC(=O)c2ccc(S(=O)(=O)N3CCCCC3)cc2)cc(OC)c1OC	/	3	2	3	-4	3	0	25
CCOC(=O)Cn1c(C)[n+](CC(=O)c2ccccc2)c2ccccc21	-2	23	1	6	-8	-2	4	7
CCOc1ccc(Br)cc1S(=O)(=O)Nc1ccc(C(=O)OCC(=O)N(C)c2ccccc2)cc1	-9	-8	/	/	/	-1	/	-23
Cc1cccc(N2C(=O)/C(=C/c3cccnc3)SC2=S)c1	-3	3	1	-8	/	22	0	13
COC(=O)c1cccc(NC(=O)CCNC(=O)c2ccco2)c1	/	9	1	-6	-37	-2	7	-1
Cc1cc2oc(=O)cc(CN3CCCCC3)c2cc1O	-6	23	3	4	-10	-24	-14	-15
COc1ccc(S(=O)(=O)CCC(=O)NC2CCCCC2)cc1	-7	/	0	-6	87*	/	6	/
CCC(C)(C(=O)NC1CCCC1)N(C(C)=O)c1ccc(C)cc1 (stereo unspecified)	-1	/	0	-3	/	/	1	-6
Cc1ccc2cc(CN(CC3CCCO3)C(=O)C(C)C)c(=O)[nH]c2c1 (stereo unspecified)	-2	/	27	-3	1	/	7	24
CC(C)CC#Cc1ccc2c(c1)O[C@H](CN(C)S(=O)(=O)c1ccc(F)cc1)[C@H](C)CN([C@H](C)CO)S2(=O)=O	-1	7	-1	2	13	16	-8	99*
CC(NC(=O)C1CCC(CNS(=O)(=O)c2ccccc2)CC1)c1ccccc1 (stereo unspecified)	-6	-12	1	4	-3	2	8	-7
CC1(C)CC(=O)C2=C(C1)Nc1ccccc1NC2c1cc(Cl)ccc1O (stereo unspecified)	0	-12	1	-8	12	7	3	25
COc1cc(/C=C2/NC(=O)N(Cc3ccccc3F)C2=O)cc(OC)c1OC	8	-15	/	/	/	16	0	-4
COc1cccc(C(=O)Nc2ccc3c(c2)C(=O)N(C)C[C@@H](OC)[C@@H](C)CN[C@H](C)CO3)c1	2	9	-1	1	5	2	-1	/
CCN(CC)C(=O)c1nc[nH]c1C(=O)O[C@@H](C)c1ccccc1	-5	-3	-4	-2	9	-5	-1	15
COc1cccc(NC(=O)Nc2ccc3c(c2)C(=O)N(C)C[C@H](OC)[C@H](C)CN(C)[C@H](C)CO3)c1	8	2	-3	-3	-11	24	6	-4
CCc1nnc(SCc2cn3c(C)cc(C)nc3n2)n1N	-2	/	0	-4	/	/	0	/
O=S(=O)(c1ccc(F)cc1)N1CCN(CC(O)COCc2ccccc2)CC1 (stereo unspecified)	-5	9	1	0	6	12	/	1
CC(C)CCNC(=S)Nc1ccc(F)cc1	/	-2	34	-3	/	-7	-14	12
CCCn1cnc2scc(-c3ccc(OC)cc3)c2c1=O	-12	17	7	-3	-1	-10	0	-13

Entries above that bear a hit mark in ARNT TACC3 PPI.
canonical_smiles	ARNT TACC3 PPI	INS-1E GSIS act	PglD DTNB	LGR2 inh	PGC1a acetyl inh
COC(=O)c1ccc(=O)c2nc3/c(=C/O)c(O)cc(=O)c3[nH]c12	59*	/	10	-6	6
